Source: PubChem BioAssay (National Center for Advancing Translational Sciences (NCATS))
N370S GC mod: N370S glucocerebrosidase modulation, Gaucher chaperone candidate; Potency, µM (highest dose often 59.4 µM), for inactives: at the highest dose activity change, negative = inhibition, actives largely listed as inhibitors; N370S GC spleen homogenate, 4MU-glucoside fluorescence; actives 0.092% (n = 330,000); P04062;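 further: 0% = full enzyme activity and -100% = no enzyme basal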
TDP1 cell noCPT: qHTS for Inhibitors of human tyrosyl-DNA phosphodiesterase 1 (TDP1): qHTS in cells in absence of CPT; actives 15% (n = 420,000); DT40 Tdp1-/- hTDP1 cells, no CPT, ATP luminescence, 48 h; Potency, µM (titrated, usually from 46.2 µM), inactives show top-dose activity change, negative = growth inhibition, hits mostly inhibitors; further: nearly all actives have a fitted effect of over 55% in size
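Chicken DT40 Tdp1-/- cells complemented with human TDP1, screened without camptothecin (DMSO vehicle only), 400 cells/well. Compounds pin-transferred, cells incubated at 37 °C for at least 48 hr. Growth read as ATP-dependent luminescence (CellTiter-Glo, 30 min at RT).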
TDP1 inh: inhibitors of human tyrosyl-DNA phosphodiesterase TDP1 | AID 485290 | Q9NUW8 | recombinant TDP1, AlphaScreen DNA substrate cleavage | Potency, µM (highest dose often 130 µM), without a hit: at the top dose activity change, negative = inhibition, most hits filed as inhibitors | actives 0.28% (n = 350,000); further: nearly all actives have a fitted effect of over 40% in size
Target sequence (Q9NUW8 whole entry, looked up): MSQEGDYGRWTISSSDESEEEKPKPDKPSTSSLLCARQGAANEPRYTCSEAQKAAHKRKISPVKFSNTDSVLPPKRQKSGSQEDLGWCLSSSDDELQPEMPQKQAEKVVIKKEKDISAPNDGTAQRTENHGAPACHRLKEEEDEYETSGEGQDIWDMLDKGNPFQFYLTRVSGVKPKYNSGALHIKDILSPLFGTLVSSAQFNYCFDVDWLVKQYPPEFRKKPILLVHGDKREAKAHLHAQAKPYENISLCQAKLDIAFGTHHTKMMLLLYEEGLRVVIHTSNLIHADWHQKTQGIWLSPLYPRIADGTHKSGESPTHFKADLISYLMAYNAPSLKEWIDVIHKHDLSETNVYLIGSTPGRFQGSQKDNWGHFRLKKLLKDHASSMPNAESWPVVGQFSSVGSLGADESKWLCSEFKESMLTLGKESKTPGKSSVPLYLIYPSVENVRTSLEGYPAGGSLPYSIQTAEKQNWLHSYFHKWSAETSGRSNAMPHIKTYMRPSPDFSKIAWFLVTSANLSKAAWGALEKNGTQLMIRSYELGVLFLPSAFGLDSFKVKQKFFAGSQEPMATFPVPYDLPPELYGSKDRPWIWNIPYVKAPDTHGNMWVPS
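E. coli-derived human Tdp1, 1 nM final. Cpd preinc 15 min RT; substrate 15 nM final, 5 min RT; AS bead mix 10 ug/ml final, 10 min RT. Signal loss = tyrosine-FITC cleavage. No-enzyme wells = max signal.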
An asterisk follows results filed as active; & = joins results of further samples; [ ] = remark or other dose. The call rests on the fitted dose curve; in most records, active means well fitted curve in the direction sought with a large enough effect; inconclusive means small, poorly fitted or top-dose-only effect, or another doubt; inactive means no such curve, though single readings can be large; an effect the other way counts as inactive or inconclusive. Unless noted, on the % scale 0 is the no-effect control and ±100 the full control effect; potency means the concentration at half of the fitted maximal effect. Some of the compounds tested; the hit share may differ from the screen's.

Sample of the layout (2 entries):
What do the screens show for `NNC(=O)c1csc(CS(=O)(=O)c2ccc(Cl)cc2)n1`?
N370S GC mod: -2%; TDP1 cell noCPT: -5%; TDP1 inh: 3%

Results for COC(=O)CN1C(=S)N(c2ccccc2)C(=O)C1CC(=O)Nc1ccc(Cl)cc1 (stereo not given) ?
N370S GC mod: -12%; TDP1 cell noCPT: -25%; TDP1 inh: 6%

Main list, previewed entries included:
What do the screens show for `NNC(=O)c1csc(CS(=O)(=O)c2ccc(Cl)cc2)n1`?
N370S GC mod: -2%; TDP1 cell noCPT: -5%; TDP1 inh: 3%

Results for COC(=O)CN1C(=S)N(c2ccccc2)C(=O)C1CC(=O)Nc1ccc(Cl)cc1 (stereo not given) ?
N370S GC mod: -12%; TDP1 cell noCPT: -25%; TDP1 inh: 6%

What do the screens show for `CN(C)/C=C/C(=O)c1nnn(C2CCCCC2)c1NC1CCCCC1`?
N370S GC mod: -2%[2.35 µM]; TDP1 cell noCPT: -27%; TDP1 inh: 5%

Results for O=C(COC(=O)c1ccccn1)Nc1cc(Cl)ccc1Cl ?
N370S GC mod: -2%; TDP1 cell noCPT: -6%; TDP1 inh: -1%

What do the screens show for `CCC1CN(C(=O)Nc2cc(C)cc(C)c2)c2ccccc2O1` (stereo not given)?
TDP1 cell noCPT: inconclusive; TDP1 inh: 4%

What do the screens show for `CC(=O)N1C(=O)N(C)C2C1N(C(C)=O)C(=O)N2C` (stereo not given)?
N370S GC mod: 8%; TDP1 cell noCPT: -3%; TDP1 inh: -2%[56.1 µM]

Results for COc1ccc(CCNC(=O)C/C(C)=N/NC(=O)c2cnccn2)cc1 ?
N370S GC mod: 0%; TDP1 cell noCPT: 13%; TDP1 inh: 2%

What do the screens show for `CC(NC(=O)c1cccc(S(=O)(=O)N2CCc3ccccc32)c1)c1ccco1` (stereo not given)?
TDP1 cell noCPT: 18µM*; TDP1 inh: 1%

Results for O=C1c2ccccc2CN2C(=O)c3ccccc3CN12 ?
N370S GC mod: 2%; TDP1 cell noCPT: -9%&-1%; TDP1 inh: 3%&2%

What do the screens show for `C=CCn1c(COc2ccc(Cl)cc2)nnc1SCC(=O)c1c(N)n(C)c(=O)n(C)c1=O`?
N370S GC mod: 4%; TDP1 cell noCPT: -9%; TDP1 inh: 5%

How did CC(=O)c1ccc(NC(=O)c2sc(-n3nc(C)c(CCC(C)C)c3C)nc2C)cc1 do in these assays?
TDP1 cell noCPT: inconclusive; TDP1 inh: 3%

How did COc1ccc(CNC(=O)c2cc(Nc3ccc(OC)cc3OC)nc3ccccc23)cc1 do in these assays?
TDP1 cell noCPT: inconclusive; TDP1 inh: 0%

Results for O=[N+]([O-])c1cc(CN2CCCCCC2)ccc1O ?
N370S GC mod: 1%; TDP1 cell noCPT: -11%

Results for COc1cccc(NC(=O)C(=O)NCC(c2ccc3c(c2)OCO3)N2CCOCC2)c1 (stereo not given) ?
TDP1 cell noCPT: 16µM*; TDP1 inh: -1%

What do the screens show for `Cc1cccc(NC(=O)CCCn2nc(C)c3c(C)n(-c4ccccc4)nc3c2=O)c1C`?
TDP1 cell noCPT: -28%; TDP1 inh: 3%

Results for O=C(Cc1c[nH]c2ccccc12)N/N=C/c1cccc(F)c1 ?
N370S GC mod: 2%; TDP1 cell noCPT: 3.7µM*; TDP1 inh: 1%

How did Cc1ccc(S(=O)(=O)N(C)C)cc1NC(=O)COc1ccc(-c2nnco2)cc1 do in these assays?
N370S GC mod: 2%; TDP1 cell noCPT: -14%

How did CCOc1ccc(Oc2cc(N)cc([N+](=O)[O-])c2)cc1 do in these assays?
N370S GC mod: 2%; TDP1 cell noCPT: inconclusive; TDP1 inh: 3%

Results for COc1ccccc1N1CCN(C(=O)CSc2ncnc3c2cnn3-c2ccc(C)c(C)c2)CC1 ?
N370S GC mod: -11%; TDP1 cell noCPT: 23µM*

Results for COc1ccccc1NC1=C(NC(C)=O)C(=O)c2ccccc2C1=O ?
N370S GC mod: -2%; TDP1 cell noCPT: inconclusive; TDP1 inh: 6%

Results for COc1ccc2nc(N3CCN(C(=O)c4ccco4)CC3)sc2c1 ?
TDP1 cell noCPT: inconclusive; TDP1 inh: 5%

How did CCCOC(=O)c1cccc(Nc2nc(CCC)cc(=O)[nH]2)c1 do in these assays?
TDP1 cell noCPT: 15µM*; TDP1 inh: 5%

What do the screens show for `CCN(CC)S(=O)(=O)c1cccc(C(=O)Nc2nncs2)c1`?
N370S GC mod: 5%; TDP1 cell noCPT: -4%; TDP1 inh: 4%

How did N=c1n(CCN2CCCC2)c2ccccc2n1CC(O)c1ccc(Cl)c(Cl)c1 (stereo not given) do in these assays?
N370S GC mod: -10%; TDP1 cell noCPT: 3.7µM*; TDP1 inh: 4%

Results for COc1ccc(-c2nc3c(c4c2C[C@H](c2ccccc2)OC4)CN(C(=O)c2cccnc2)CC3)c(C)c1 ?
N370S GC mod: -7%[12.8 µM]; TDP1 inh: -3%[12.3 µM]

What do the screens show for `CCCCCCSC1=C(C#N)C(c2ccc(C)o2)CC(=O)N1` (stereo not given)?
N370S GC mod: -23%; TDP1 cell noCPT: -28%; TDP1 inh: 7%

What do the screens show for `CCc1ccccc1S(=O)(=O)c1c(C)cc(C)nc1Cl`?
N370S GC mod: -5%; TDP1 cell noCPT: -29%

What do the screens show for `CN(Cc1cn(C)nc1-c1ccccc1F)CC1CCCCO1` (stereo not given)?
N370S GC mod: 6%; TDP1 cell noCPT: -1%; TDP1 inh: 3%

Results for COc1ccc(CNC(=O)CN(c2ccc(OC)cc2)S(=O)(=O)c2c(C)[nH]c(=O)[nH]c2=O)cc1 ?
N370S GC mod: inconclusive; TDP1 cell noCPT: 18%&-8%; TDP1 inh: 4%&7%

How did COc1ccc(CC(=O)Nc2ccc(S(=O)(=O)N3CCN(C)CC3)cc2)cc1 do in these assays?
TDP1 cell noCPT: -22%; TDP1 inh: 0%

What do the screens show for `COc1ccc(OC)c(NC(=O)C2CC(=O)n3ncnc3N2)c1` (stereo not given)?
N370S GC mod: 3%; TDP1 cell noCPT: 15%; TDP1 inh: 0%

How did O=C(O)c1ccc(COc2cccc(CO)c2)cc1 do in these assays?
N370S GC mod: 5%; TDP1 cell noCPT: -10%; TDP1 inh: 0%

How did CSc1ccc(Cn2nnc(C(=O)Nc3ccc(C)c(C)c3)c2N)cc1 do in these assays?
N370S GC mod: -17%; TDP1 cell noCPT: inconclusive; TDP1 inh: 8%

What do the screens show for `O=C(Oc1ccccc1)N1CCC[C@@]2(CCN(c3ccccn3)C2)C1`?
N370S GC mod: -4%; TDP1 cell noCPT: -20%

What do the screens show for `CCCOc1ccc(N2C(=O)C3C(C(C)C)NC4(C(=O)c5ccccc5C4=O)C3C2=O)cc1` (stereo not given)?
N370S GC mod: -20%; TDP1 cell noCPT: -1%; TDP1 inh: 3%

Results for CCNC(=S)N1CC(C)OC(C)C1 (stereo not given) ?
N370S GC mod: -3%; TDP1 cell noCPT: -3%; TDP1 inh: 6%

An excerpt from above in order of SMILES length, rising:
Results for CCNC(=S)N1CC(C)OC(C)C1 (stereo not given) ?
N370S GC mod: -3%; TDP1 cell noCPT: -3%; TDP1 inh: 6%

What do the screens show for `CN(Cc1cn(C)nc1-c1ccccc1F)CC1CCCCO1` (stereo not given)?
N370S GC mod: 6%; TDP1 cell noCPT: -1%; TDP1 inh: 3%

What do the screens show for `CCc1ccccc1S(=O)(=O)c1c(C)cc(C)nc1Cl`?
N370S GC mod: -5%; TDP1 cell noCPT: -29%

What do the screens show for `CCCCCCSC1=C(C#N)C(c2ccc(C)o2)CC(=O)N1` (stereo not given)?
N370S GC mod: -23%; TDP1 cell noCPT: -28%; TDP1 inh: 7%

What do the screens show for `COc1ccc(OC)c(NC(=O)C2CC(=O)n3ncnc3N2)c1` (stereo not given)?
N370S GC mod: 3%; TDP1 cell noCPT: 15%; TDP1 inh: 0%

Results for COc1ccc(CNC(=O)CN(c2ccc(OC)cc2)S(=O)(=O)c2c(C)[nH]c(=O)[nH]c2=O)cc1 ?
N370S GC mod: inconclusive; TDP1 cell noCPT: 18%&-8%; TDP1 inh: 4%&7%

(more compounds)
Results for O=C(Nc1ccc(Cl)cc1)C1CCCN(S(=O)(=O)c2ccc3[nH]c(=O)ccc3c2)C1 (stereo not given) ?
TDP1 cell noCPT: -20%; TDP1 inh: 3%

What do the screens show for `CSCCNC(=O)c1ccc(OC2CCN(CCc3ccccc3)CC2)cc1`?
N370S GC mod: -5%; TDP1 cell noCPT: -28%; TDP1 inh: 0%

How did Cc1cc2c(cc1C)C(c1cc(Br)ccc1F)CC(=O)N2 (stereo not given) do in these assays?
N370S GC mod: 5%; TDP1 cell noCPT: 16µM*; TDP1 inh: 2%

What do the screens show for `O=C(NC(c1ccccc1)c1ccccc1)c1ccc(S(=O)(=O)C(F)F)cc1`?
N370S GC mod: 2%; TDP1 cell noCPT: -2%; TDP1 inh: 5%

Results for Cc1ccc(S(=O)(=O)NC2CC(C)(C)NC(C)(C)C2)c(C)c1C ?
N370S GC mod: 0%; TDP1 cell noCPT: 1%

What do the screens show for `FC(F)(F)c1cnc(Sc2nc3nccc(-c4ccc(Cl)cc4)n3n2)c(Cl)c1`?
N370S GC mod: 10%; TDP1 cell noCPT: inconclusive; TDP1 inh: -5%

Results for O=C(NCc1ccc(Cl)cc1)C1CCCN(c2ncnc3onc(-c4ccc(F)cc4)c23)C1 (stereo not given) ?
TDP1 cell noCPT: 23µM*; TDP1 inh: 1%

How did CC(C)N1CCN(c2ccc(C(=O)c3c(-c4ccc(O)cc4)sc4cc(O)ccc34)cc2)CC1 do in these assays?
N370S GC mod: -24%; TDP1 inh: 22%

Results for CCOC(=O)N1CCC(N(CCOC)C(=O)Nc2ccc(Cl)cc2)CC1 ?
N370S GC mod: -9%; TDP1 cell noCPT: 15µM*; TDP1 inh: 1%

What do the screens show for `COc1ccc(C2C(C#N)=C(N)N(c3ccccc3C#N)C3=C2C(=O)CCC3)cc1CN1CCCC1` (stereo not given)?
N370S GC mod: -6%; TDP1 cell noCPT: inconclusive; TDP1 inh: 9%

What do the screens show for `CCOC(=O)c1cc(NC(=O)Nc2ccccc2OC)c(C)nc1C`?
N370S GC mod: -1%; TDP1 cell noCPT: -9%; TDP1 inh: 1%

What do the screens show for `CC1=CN2C(=N)/C(=C/c3ccc([N+](=O)[O-])o3)C(=O)N=C2S1`?
N370S GC mod: -9%; TDP1 cell noCPT: 1.3µM*; TDP1 inh: 3%

What do the screens show for `COc1ccc(C(=O)CCC(=O)N2CCN(c3cc(C)ccc3C)CC2)cc1`?
N370S GC mod: -7%; TDP1 cell noCPT: inconclusive; TDP1 inh: 6%

What do the screens show for `CN1CCN(C(=O)CC2(CC(=O)O)CCCC2)CC1`?
N370S GC mod: 8%; TDP1 cell noCPT: -1%; TDP1 inh: 5%

How did CCNC(=O)c1c(NC(=O)Cc2coc3ccc(CC)cc23)sc2c1CCCC2 do in these assays?
TDP1 cell noCPT: -7%; TDP1 inh: 4%

How did CN1C(=O)CSC1=Nc1ccc(Br)cc1 do in these assays?
N370S GC mod: -15%; TDP1 cell noCPT: 0%

Results for N#Cc1ccccc1COC(=O)c1ccc2c(c1)OCO2 ?
TDP1 cell noCPT: inconclusive; TDP1 inh: -7%

Results for O=C(NCCc1ccccc1)C(=O)NN=C1CCCC1 ?
N370S GC mod: -5%; TDP1 cell noCPT: -3%; TDP1 inh: 10%

What do the screens show for `CN1CCCC(OC(=O)c2ccc(C#N)cc2)C1` (stereo not given)?
N370S GC mod: -17%; TDP1 cell noCPT: 8%

What do the screens show for `O=C(CN1C(=O)NC2(CCCC2)C1=O)N1CCN(S(=O)(=O)c2cccc(C(F)(F)F)c2)CC1`?
N370S GC mod: -19%; TDP1 cell noCPT: -9%

What do the screens show for `Cc1ccc2c(=O)cc(C(=O)Nc3sc4c(c3C(=O)NCc3ccccc3)CCCC4)oc2c1C`?
TDP1 cell noCPT: -9%; TDP1 inh: 4%

What do the screens show for `O=C(Nc1ccccc1)Nc1n[nH]c2nnc(-c3ccccc3)c(-c3ccccc3)c12`?
N370S GC mod: -4%; TDP1 cell noCPT: 16µM*

What do the screens show for `CCOc1ccc(C(=O)NCCN(C)C)cc1`?
N370S GC mod: 2%; TDP1 cell noCPT: -2%; TDP1 inh: -2%

How did CN(C(=O)COC(=O)C1CCN(S(=O)(=O)c2ccc3c(c2)OCCO3)CC1)C1CCCCC1 do in these assays?
N370S GC mod: -1%; TDP1 cell noCPT: -19%

Results for Cn1c(=O)[nH]c(=O)c2c1nc(SCCN1CCOCC1)n2CCCc1ccccc1 ?
N370S GC mod: 0%; TDP1 cell noCPT: inconclusive; TDP1 inh: 3%

Results for COc1ccc(CNC(=O)c2sc3nc[nH]c(=O)c3c2C)cc1 ?
TDP1 cell noCPT: -15%; TDP1 inh: 4%

Results for COc1ccc(C(=O)NNC(=O)CCc2nc3ccccc3c(=O)[nH]2)cc1 ?
TDP1 cell noCPT: -3%; TDP1 inh: 0%

What do the screens show for `CCc1ccc(C(=O)NC(C(=O)O)C(C)C)cc1` (stereo not given)?
N370S GC mod: 5%; TDP1 cell noCPT: -5%; TDP1 inh: 0%
